AID2073: inhibitors of Mint1-CaV2.2 protein interaction, biochemical, HTRF (AID 2073); HTRF protein-protein interaction, Mint1-CaV2.2; higher % means a stronger effect; one-dose inhibition, % at 20 µM; IC50 in µM for titrated hits; actives 0.19% (n = 290,000); in the data active means inhibition mostly above about 51%, no sharp cut-off; inconclusive means no clear call, values can overlap the other calls; inactive means mostly below about 53%; further: some results filed as inactive read as strong as hits
LYP phosphatase: PTPN22 lymphoid phosphatase activity blockers – biochemical, fluorescence intensity, uHTS (AID 1779). recombinant LYP phosphatase, fluorescence intensity; higher % means a stronger effect. actives 0.054% (n = 290,000). inhibition, % at 11.5 µM, or IC50 in µM where a hit was titrated;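 further: plate controls were vehicle with enzyme for no effect and no enzyme for full effect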
SIAH1 antagonists: blockers of Siah-1 interaction with plectin peptide – biochemical, fluorescence polarization, rhodamine-plectin, uHTS, primary screen (AID 1817); Siah-1 / rhodamine-plectin peptide fluorescence polarization; higher % means a stronger effect; one-dose displacement, % at 20 µM; IC50 in µM for titrated hits; actives 0.02% (n = 290,000);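 active means displacement of at least 50% at 20 µM, with a fluorescence ratio check between 0.3 and a set limit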;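 further: plate controls were Siah plus tracer with DMSO for no effect and tracer alone without Siah for full effect; strong numbers were not always called active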
human PMI inhibitors: MPI inhibition at elevated mannose 6-phosphate – biochemical, fluorescence intensity, high mannose 6-phosphate, primary screen (AID 1220) | recombinant PMI enzyme, coupled fluorescence intensity; higher % means a stronger effect | inhibition, % at 20 µM; hits with a dose series show IC50 in µM | actives 0.66% (n = 190,000)
P. falciparum M17LAP: P. falciparum M17LAP inhibitors, primary screen, biochemical, fluorogenic H-Leu-NHMec substrate, 1536-well (AID 1619) | recombinant M17LAP, H-Leu-NHMec fluorogenic kinetic assay; higher % means a stronger effect | one-dose inhibition, % at 30 µM; IC50 in µM for titrated hits | actives 0.38% (n = 220,000);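 active means compound inhibiting the enzyme by more than half at any dose during confirmatory dose-response retesting; inconclusive means strong single-dose inhibitors picked by rank but not retested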;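 further: plate controls were full reaction with DMSO carrier for no effect and no enzyme background for full effect; strong numbers were not always called active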
XIAP antagonists: small molecules displacing peptide from XIAP – biochemical, IAP family, fluorescence polarization (AID 1018). displacement, % at 20 µM; hits with a dose series show IC50 in µM. XIAP BIR domain, fluorescence polarization peptide displacement; higher % means a stronger effect. actives 0.007% (n = 200,000); in the data active means displacement above about 50%; further: a part of the inactive calls stands beside numbers as strong as those of hits
PMI inhibitors: MPI enzyme activity inhibition – biochemical, fluorescence intensity, coupled assay, primary screen (AID 1209); purified PMI enzyme, coupled fluorescence intensity; higher % means a stronger effect; inhibition, % at 20 µM, or IC50 in µM where a hit was titrated; actives 0.42% (n = 190,000);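 further: plate controls were DMSO vehicle for no effect and wells lacking substrate for full effect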
P. falciparum M1AAP: P. falciparum M1AAP inhibitors, biochemical, fluorogenic H-Leu-NHMec substrate, 1536-well (AID 1445). recombinant M1AAP, H-Leu-NHMec fluorogenic kinetic assay; higher % means a stronger effect. inhibition, % at 30 µM, or IC50 in µM where a hit was titrated. actives 0.42% (n = 220,000);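 active means primary inhibition above the hit cutoff, then over 50% inhibition at one or more dose response concentrations, cut at about 23% in these data, passing the limit was not always enough; inconclusive means conflicting primary data, or primary hits not chosen for dose response; inactive means low primary inhibition, or under 50% at every dose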;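 further: plate controls were DMSO full reaction for no effect and no enzyme background for full effect; strong numbers were not always called active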
Dynein transport: dynein cargo transport inhibition | 3617.4 mouse cells, GR-EGFP nuclear translocation imaging; test concentration mostly 20 µM; stimulated with dexamethasone, 1 µM; active compounds read low | z-score, hits read low | actives 0.47% (n = 220,000) | AID 1381;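 active means plate z-score of nuclear minus cytoplasmic receptor signal below a set negative limit, without overly bright fluorescence or cell loss, cut at about -3.5 in these data, passing the limit was not always enough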;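 further: z-score of nuclear minus cytoplasmic ring GR-EGFP intensity difference per well; some compounds called inactive have numbers as strong as hits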
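Buffer or medium – tet-free medium with charcoal-stripped serum · Signal – automated 10x imaging of fixed Hoechst-stained cells · Also added – dexamethasone agonist, 1.0 µM final, for 30 min · Incubation – induction 48 h, compound 1 h, agonist 30 min · Read-out – GR-EGFP nuclear translocation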
Dynein transport cytoplasmic EGFP: recorded beside Dynein transport, whose call it bears; z-score; measured here: cytoplasmic GR-EGFP intensity; active compounds read high
Dynein transport nuclear GR-EGFP: second read-out of Dynein transport, no call of its own (marks repeat the call); z-score; measured here: nuclear GR-EGFP intensity;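 lower value marks the stronger effect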
Dynein transport cell count: further read-out of Dynein transport, marked with its call; z-score; measured here: cell count per field
* marks the source's active call; other numbers are inactive results. Unless noted, no stated cut-off is given here; in the data, active means inhibition above about 50%; inactive means the rest.

Results for COc1ccc(OC)c(NC(=O)C2CCC(CNc3c(N4CCC(C)CC4)c(=O)c3=O)CC2)c1 (stereo unspecified) ?
AID2073: -3%; LYP phosphatase: -2%; SIAH1 antagonists: -3%; human PMI inhibitors: 16%; P. falciparum M17LAP: 14%; XIAP antagonists: -6.2%; PMI inhibitors: 2%; P. falciparum M1AAP: 3%; Dynein transport: -0.83; Dynein transport cytoplasmic EGFP: -0.28; Dynein transport nuclear GR-EGFP: -0.37; Dynein transport cell count: 0.85

What do the screens show for `COc1ccc(-c2nnc(SCC(=O)c3[nH]c(C)c(C(C)=O)c3C)o2)cc1`?
AID2073: 17%; LYP phosphatase: 7%; SIAH1 antagonists: -1%; human PMI inhibitors: -2%; P. falciparum M17LAP: 2%; XIAP antagonists: -13%; PMI inhibitors: 7%; P. falciparum M1AAP: 6%; Dynein transport: 4.9; Dynein transport cytoplasmic EGFP: -0.17; Dynein transport nuclear GR-EGFP: 5; Dynein transport cell count: -2.2

How did CCOC(=O)/C(=C\c1cn(C)c2ccccc12)[N+](=O)[O-] do in these assays?
AID2073: 1%; LYP phosphatase: -5%; SIAH1 antagonists: 2%; human PMI inhibitors: 5%; P. falciparum M17LAP: -1%; XIAP antagonists: -8.7%; PMI inhibitors: 4%; P. falciparum M1AAP: 9%; Dynein transport: -3.7*; Dynein transport cytoplasmic EGFP: 1.3*; Dynein transport nuclear GR-EGFP: -2.9*; Dynein transport cell count: -0.99*

How did C=CCN1C2=NCCCN2c2ccccc21 do in these assays?
AID2073: 21%; LYP phosphatase: -5%; SIAH1 antagonists: 1%; P. falciparum M17LAP: -5%; P. falciparum M1AAP: 0%; Dynein transport: 0.11; Dynein transport cytoplasmic EGFP: -0.23; Dynein transport nuclear GR-EGFP: -0.046; Dynein transport cell count: 0.12

Results for CCOc1ccc2[nH]c(C)cc(=O)c2c1 ?
AID2073: 4%; LYP phosphatase: -1%; SIAH1 antagonists: -1%; human PMI inhibitors: -6%; P. falciparum M17LAP: -5%; XIAP antagonists: -1.2%; PMI inhibitors: -2%; P. falciparum M1AAP: -3%; Dynein transport: 1.8; Dynein transport cytoplasmic EGFP: -0.17; Dynein transport nuclear GR-EGFP: 1.3; Dynein transport cell count: -0.73

What do the screens show for `COC(=O)c1c(C)[nH]c(C)c1-c1ccccc1`?
AID2073: 8%; LYP phosphatase: -5%; SIAH1 antagonists: 0%; human PMI inhibitors: -9%; P. falciparum M17LAP: -1%; XIAP antagonists: -4.6%; PMI inhibitors: -12%; P. falciparum M1AAP: 0%; Dynein transport: -0.42; Dynein transport cytoplasmic EGFP: 0.081; Dynein transport nuclear GR-EGFP: 0.4; Dynein transport cell count: 0.85

What do the screens show for `Cc1c(C(=O)NC(C)CN2CCCCC2)oc2ccccc12` (stereo unspecified)?
AID2073: -1%; LYP phosphatase: 0%; SIAH1 antagonists: -5%; human PMI inhibitors: 10%; P. falciparum M17LAP: 13%; XIAP antagonists: -9.3%; PMI inhibitors: 14%; P. falciparum M1AAP: -1%; Dynein transport: -0.95; Dynein transport cytoplasmic EGFP: -0.26; Dynein transport nuclear GR-EGFP: -0.28; Dynein transport cell count: 0.83

What do the screens show for `Cc1ccccc1S(=O)(=O)Nc1nc2ccccc2nc1Cl`?
AID2073: 10%; LYP phosphatase: -1%; SIAH1 antagonists: -2%; human PMI inhibitors: -4%; P. falciparum M17LAP: 34%; XIAP antagonists: -16%; PMI inhibitors: -20%; P. falciparum M1AAP: 17%; Dynein transport: -0.21; Dynein transport cytoplasmic EGFP: -0.26; Dynein transport nuclear GR-EGFP: -0.48; Dynein transport cell count: 0.98

How did CCOc1cc(NC(=O)C2CC2)c(OCC)cc1NC(=O)c1ccccn1 do in these assays?
AID2073: 10%; LYP phosphatase: -6%; SIAH1 antagonists: -1%; human PMI inhibitors: 4%; P. falciparum M17LAP: 10%; XIAP antagonists: -2.2%; PMI inhibitors: 10%; P. falciparum M1AAP: 1%; Dynein transport: 0.38; Dynein transport cytoplasmic EGFP: 1; Dynein transport nuclear GR-EGFP: 0.39; Dynein transport cell count: 0.27

Results for O=C(CN(Cc1cccs1)C(=O)CNS(=O)(=O)c1ccc(F)cc1)NCC1CCCO1 (stereo unspecified) ?
AID2073: 5%; LYP phosphatase: -6%; SIAH1 antagonists: 7%; human PMI inhibitors: -7%; P. falciparum M17LAP: 5%; XIAP antagonists: -6.1%; PMI inhibitors: -8%; P. falciparum M1AAP: -6%; Dynein transport: 1; Dynein transport cytoplasmic EGFP: -0.22; Dynein transport nuclear GR-EGFP: 0.88; Dynein transport cell count: -0.6

How did COc1ccc(C(=O)Oc2ccc(/C=N/NC(=O)Cc3ccc([N+](=O)[O-])cc3)cc2)cc1 do in these assays?
AID2073: inconclusive; LYP phosphatase: -3%; SIAH1 antagonists: 12%; human PMI inhibitors: -8%; P. falciparum M17LAP: 6%; XIAP antagonists: -2.0%; PMI inhibitors: 5%; P. falciparum M1AAP: 6%; Dynein transport: 1; Dynein transport cytoplasmic EGFP: -0.11; Dynein transport nuclear GR-EGFP: 0.32; Dynein transport cell count: -0.76

Results for CCc1nnc(SCC(=O)N2CCCc3ccccc32)nc1CC ?
AID2073: -9%; LYP phosphatase: 0%; SIAH1 antagonists: 5%; human PMI inhibitors: 10%; P. falciparum M17LAP: 17%; XIAP antagonists: 0.2%; PMI inhibitors: 9%; P. falciparum M1AAP: 0%; Dynein transport: 0.051; Dynein transport cytoplasmic EGFP: -0.31; Dynein transport nuclear GR-EGFP: 0.37; Dynein transport cell count: 1.3

Results for O=C(NCCN1C(=O)S/C(=C\c2ccc(F)cc2)C1=O)c1cccc(S(=O)(=O)N2CCOCC2)c1 ?
AID2073: -11%; LYP phosphatase: -3%; SIAH1 antagonists: -5%; human PMI inhibitors: -11%; P. falciparum M17LAP: 10%; XIAP antagonists: -11%; PMI inhibitors: 6%; P. falciparum M1AAP: 2%; Dynein transport: -0.8; Dynein transport cytoplasmic EGFP: -0.13; Dynein transport nuclear GR-EGFP: -0.14; Dynein transport cell count: -1.1

What do the screens show for `CCCCN(CC)S(=O)(=O)c1ccc(C(=O)Nc2nnc(-c3ccccc3Cl)o2)cc1`?
AID2073: 3%; LYP phosphatase: -2%; SIAH1 antagonists: 8%; human PMI inhibitors: -16%; P. falciparum M17LAP: -4%; XIAP antagonists: -2.0%; PMI inhibitors: -13%; P. falciparum M1AAP: -12%; Dynein transport: -0.61; Dynein transport cytoplasmic EGFP: -0.21; Dynein transport nuclear GR-EGFP: -0.065; Dynein transport cell count: 0.42

What do the screens show for `c1coc(Cn2nnnc2CN2CCN(C3CCCCC3)CC2)c1`?
AID2073: 25%; LYP phosphatase: -6%; SIAH1 antagonists: 3%; human PMI inhibitors: 0%; P. falciparum M17LAP: 1%; XIAP antagonists: 0.0%; PMI inhibitors: -17%; P. falciparum M1AAP: 3%; Dynein transport: -1; Dynein transport cytoplasmic EGFP: -0.2; Dynein transport nuclear GR-EGFP: -0.21; Dynein transport cell count: 1.2

How did COc1cccc(C(=O)n2c(SC)nc3cc4c(cc32)OCCO4)c1 do in these assays?
AID2073: 1%; LYP phosphatase: -2%; SIAH1 antagonists: 0%; human PMI inhibitors: 4%; P. falciparum M17LAP: 13%; XIAP antagonists: -5.4%; PMI inhibitors: 11%; P. falciparum M1AAP: 6%; Dynein transport: 0.55; Dynein transport cytoplasmic EGFP: -0.16; Dynein transport nuclear GR-EGFP: 0.81; Dynein transport cell count: 0.15

Results for Cc1noc(C)c1S(=O)(=O)N1CCC(C(=O)NCCC2=CCCCC2)CC1 ?
AID2073: -3%; LYP phosphatase: -5%; SIAH1 antagonists: 4%; human PMI inhibitors: -3%; P. falciparum M17LAP: -3%; XIAP antagonists: -3.6%; PMI inhibitors: 1%; P. falciparum M1AAP: -1%; Dynein transport: 0.11; Dynein transport cytoplasmic EGFP: -0.21; Dynein transport nuclear GR-EGFP: 0.69; Dynein transport cell count: -0.099

What do the screens show for `CC1=C(C(=O)N(C)C)C(c2ccccc2OC(F)F)NC(=O)N1` (stereo unspecified)?
AID2073: 1%; LYP phosphatase: -2%; SIAH1 antagonists: 0%; human PMI inhibitors: -16%; P. falciparum M17LAP: 7%; XIAP antagonists: -2.3%; PMI inhibitors: -3%; P. falciparum M1AAP: 4%; Dynein transport: -0.059; Dynein transport cytoplasmic EGFP: -0.33; Dynein transport nuclear GR-EGFP: 0.16; Dynein transport cell count: 0.45

How did CC(C)(C)n1ncc2c(=O)n(CC(=O)N3CCN(c4ccccc4)CC3)cnc21 do in these assays?
AID2073: 0%; LYP phosphatase: -3%; SIAH1 antagonists: 3%; human PMI inhibitors: -9%; P. falciparum M17LAP: -4%; XIAP antagonists: -4.8%; PMI inhibitors: -4%; P. falciparum M1AAP: 6%; Dynein transport: -0.16; Dynein transport cytoplasmic EGFP: -0.21; Dynein transport nuclear GR-EGFP: 0.031; Dynein transport cell count: 0.31

What do the screens show for `N=c1c2ccccc2nnn1-c1cccc(C(F)(F)F)c1`?
AID2073: 0%; LYP phosphatase: -1%; SIAH1 antagonists: -7%; human PMI inhibitors: 7%; P. falciparum M17LAP: -2%; XIAP antagonists: 1.3%; PMI inhibitors: 3%; P. falciparum M1AAP: 3%; Dynein transport: 0.69; Dynein transport cytoplasmic EGFP: -0.26; Dynein transport nuclear GR-EGFP: 0.37; Dynein transport cell count: -0.0049

What do the screens show for `COc1cc2c(cc1OC)CN(CC(=O)NC(=O)NC1CCCCC1)CC2`?
AID2073: 12%; LYP phosphatase: -8%; SIAH1 antagonists: -2%; human PMI inhibitors: 6%; P. falciparum M17LAP: 2%; XIAP antagonists: -2.7%; PMI inhibitors: 3%; P. falciparum M1AAP: 2%; Dynein transport: -0.64; Dynein transport cytoplasmic EGFP: -0.23; Dynein transport nuclear GR-EGFP: -0.13; Dynein transport cell count: 0.41

High-throughput results (PubChem BioAssay)
